# Bioassay records: PubChem BioAssay, several laboratories
# GC-B act = GC-B (human) receptor activation; P20594; HEK293-GC-B cells, CNP EC30, cGMP TR-FRET; 0% at EC30 CNP, 100% saturating CNP; activation, % at 10 µM; actives 0.11% (n = 370,000);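 active means activation at 10 µM reaching about 35% in either raw or pattern-adjusted values, limit read from the data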
# ssDAF-12 act = activators of S. stercoralis DAF-12 nuclear receptor; actives 1% (n = 370,000); AID 652126; activation, % at 6.8 µM; HEK293 ssDAF-12/GRIP1 lit1-tk-luc reporter, luminescence; % of 3 µM dafachronic acid response;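 active means activation above the mean over all tested compounds plus 3 SD, cut at about 0.9% in these data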;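 further: 0% = DMSO-only wells and 100% = 3 µM delta7-dafachronic acid wells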
# SMARCA2 act = activators of SMARCA2 function | MG213 cells, MMTV-luciferase reporter, dexamethasone, overnight | activation, % at 9.1 µM | actives 1% (n = 370,000) | AID 652017; in the data active means activation above about 7.8%;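 further: 0% = vehicle wells and 100% = reference activator wells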
# sPLA2-III inh = Inhibits HGIII-sPLA2 liposome hydrolysis, primary screen. inhibition, % at 12.2 µM. QFRET BODIPY PC-A2 liposome hydrolysis, fluorescence. actives 0.56% (n = 370,000);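 active means inhibition above mean plus 3 SD of compounds lying within the high and low control bounds, cut at about 19% in these data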;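 further: 0% = median of test compound wells and 100% = no enzyme DMSO wells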
# Target sequence (Q9NZ20 whole entry, looked up): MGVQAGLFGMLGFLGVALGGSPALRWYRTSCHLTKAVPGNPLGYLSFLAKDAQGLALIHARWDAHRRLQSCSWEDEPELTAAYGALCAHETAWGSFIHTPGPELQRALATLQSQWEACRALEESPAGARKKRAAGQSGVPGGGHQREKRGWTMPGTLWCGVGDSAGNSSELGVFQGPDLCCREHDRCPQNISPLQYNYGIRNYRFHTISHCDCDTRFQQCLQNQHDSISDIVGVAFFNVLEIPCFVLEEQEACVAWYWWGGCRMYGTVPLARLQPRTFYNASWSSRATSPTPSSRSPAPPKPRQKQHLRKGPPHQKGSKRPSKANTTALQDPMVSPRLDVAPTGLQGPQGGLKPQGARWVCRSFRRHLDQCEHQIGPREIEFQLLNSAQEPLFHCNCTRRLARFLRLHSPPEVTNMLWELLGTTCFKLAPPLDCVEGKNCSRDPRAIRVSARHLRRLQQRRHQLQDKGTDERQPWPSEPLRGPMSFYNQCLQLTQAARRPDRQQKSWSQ
# GC-A act = GC-A (human) enzyme activation. activation, % at 10 µM. P16066. HEK293 GC-A cells, cGMP TR-FRET, EC30 ANP; 0% at EC30 ANP, 100% saturating ANP. actives 0.14% (n = 370,000). AID 1671463; in the data active means activation above about 40%
# proKLK7 act = activates the human kallikrein-7 zymogen | P49862 | activation, % at 7 µM | actives 0.9% (n = 370,000) | purified proKLK7, EDANS-DABCYL substrate fluorescence; 100% is mature enzyme control, 0% vehicle;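 active means activation above the mean of all tested compounds plus 3 SD, computed per campaign excluding outliers beyond control limits, cut at about 13% in these data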
# Target sequence (P49862 whole entry, looked up): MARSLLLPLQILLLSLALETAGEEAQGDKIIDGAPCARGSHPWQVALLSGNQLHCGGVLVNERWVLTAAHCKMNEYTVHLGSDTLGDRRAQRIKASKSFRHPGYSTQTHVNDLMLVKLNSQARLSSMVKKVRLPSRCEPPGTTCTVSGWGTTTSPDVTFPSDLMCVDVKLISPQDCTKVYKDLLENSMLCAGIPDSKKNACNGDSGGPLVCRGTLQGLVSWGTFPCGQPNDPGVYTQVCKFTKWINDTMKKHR
# DAX1 inh-1 = NR0B1 (DAX1) inhibition; P51843; HEK293 Gal4-DAX1 luciferase reporter, luminescence; inhibition, % at 6.75 µM; actives 0.99% (n = 340,000); AID 504766;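 active means inhibition above the mean over all tested compounds plus 3 SD, cut at about 4.2% in these data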;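 further: 0% = DAX1-transfected cells with DMSO and 100% = empty-vector control cells with DMSO; inhibition shows as a rise in luminescence from relieved DAX1 repression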
# Target sequence (P51843 207-470 limits assumed): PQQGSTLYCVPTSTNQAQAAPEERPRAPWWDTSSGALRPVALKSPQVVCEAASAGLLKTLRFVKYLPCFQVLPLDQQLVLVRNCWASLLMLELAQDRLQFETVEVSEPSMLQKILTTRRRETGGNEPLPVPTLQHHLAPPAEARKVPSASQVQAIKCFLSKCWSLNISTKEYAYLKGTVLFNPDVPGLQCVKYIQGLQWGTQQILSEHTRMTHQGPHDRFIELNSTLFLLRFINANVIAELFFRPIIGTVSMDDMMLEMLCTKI
# hcDAF-12 act = H. contortus DAF-12 activation, primary screen. HEK293 hcDAF-12 lit1-tk-luc reporter, luminescence; 0% DMSO, 100% Δ7-dafachronic acid. activation, % at 6.8 µM. actives 1.4% (n = 370,000). AID 652067;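 active means activation above the mean of all tested compounds plus 3 SD, cut at about 5.5% in these data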;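 further: 100% = response to 3 µM Δ7-dafachronic acid high control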
# DAX1 inh-2 = DAX1 (NR0B1) inhibition, primary screen; AID 652010; actives 1.1% (n = 370,000); HEK293T StAR-luciferase reporter, SF-1/DAX-1 repression relief; inhibition, % at 6.8 µM;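 active means inhibition above the mean over all tested compounds plus 3 SD, cut at about 3.6% in these data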;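 further: 0% = DAX-1 cells with DMSO and 100% = cells lacking DAX-1 with DMSO; higher inhibition means more luminescence from relief of DAX-1 repression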
# GAA850 FXN act = frataxin GAA850 promoter activation | HEK293 lucGAA850 FXN promoter luciferase reporter, 24 h; percent of 10 µM SAHA response | activation, % at 6 µM | actives 0.56% (n = 360,000);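 active means activation above the average of all compounds screened plus 3 SD, cutoff fixed separately per campaign, cut at about 7.5% in these data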;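 further: 0% = DMSO wells and 100% = 10 µM SAHA wells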
# hgDAF-12 ag = agonists of H. glycines DAF-12 nuclear receptor | HEK293 GAL4-hgDAF12 UAS-luciferase reporter, agonist luminescence; normalized to butyrate control | activation, % at 6.8 µM | actives 1.8% (n = 370,000) | AID 687014;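 active means activation above a cutoff set at the mean of all screened compounds plus 3 SD, cut at about 10% in these data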;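 further: 0% = DMSO wells and 100% = sodium butyrate wells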
# Starred values were filed as active, the others as inactive; nt = no result given.
SMILES,GC-B act,ssDAF-12 act,SMARCA2 act,sPLA2-III inh,GC-A act,proKLK7 act,DAX1 inh-1,hcDAF-12 act,DAX1 inh-2,GAA850 FXN act,hgDAF-12 ag
C=C1CCC[C@]2(C)C[C@H]3OC(=O)C(CNCCN(C)C)[C@H]3CC12 (stereo partly specified),3,-1.3,5,0,-2,0.0,-0.6,1.5,0.0,-2.0,-1.8
COc1ccc(N2CCOCC2)c(NC(=O)c2cccs2)c1,-9,-0.5,-3,-1,-2,-0.1,0.0,-0.5,-0.5,-1.2,1.5
CC1(C(=O)Nc2ccc3c(c2)OCCO3)CSCC(=O)N1CCc1ccccc1F (stereo unspecified),-4,-1.0,-3,-7,2,0.0,nt,0.7,-0.2,nt,-2.8
CCCCC(=O)N/N=C(\C)CC(=O)Nc1ccccc1Br,0,-0.9,-4,3,-3,-0.1,0.6,-0.1,-0.3,0.3,-0.2
Cn1nccc1C(=O)Nc1ccc(S(=O)(=O)N2CCCC2)cc1,2,-1.1,1,-3,-1,-0.4,2.4,-2.5,-0.6,2.1,1.4
Cc1ccc(NC(=O)CSc2nc3ccccc3c(=O)n2CCCC(=O)N2CCCC2)cc1,-5,-0.9,3,-1,-5,-0.2,1.9,1.1,-0.7,-2.2,-0.1
COc1ccc(CCN(C)C(=O)CN2C(=O)NC3(CCCCC3C)C2=O)cc1OC (stereo unspecified),0,-1.0,0,4,3,0.6,2.2,1.1,-0.8,0.6,1.2
Cc1ccc(N=Nc2cc(C)ccc2N)cc1,-10,2.8*,3,17,-5,-0.5,-0.4,20*,4.7*,2.3,17*
O=C1Nc2ccccc2Oc2cc([N+](=O)[O-])cc(Oc3ccccc3)c21,-11,-0.6,-2,0,-7,0.1,-1.0,-1.3,-1.7,1.1,-0.3
Cc1ccc(S(=O)(=O)NNC(=O)CCC(=O)Nc2ccc(C)cc2C)cc1,0,-1.6,-2,3,3,-0.2,0.4,1.4,0.1,-1.0,-0.9
CCn1c(C)nc2cc(C(=O)OCCC(F)(F)F)ccc21,-4,-1.4,3,-6,8,-0.6,3.4,-0.9,0.6,3.5,3.0
O=C(C1CCCO1)N1CCN(C(=S)Nc2ccc(Cl)c(Cl)c2)CC1 (stereo unspecified),2,-0.7,0,-2,4,-0.7,1.0,0.5,-0.4,1.0,-1.6
CCCCN(C(=O)c1cccc(S(=O)(=O)N(C)c2ccc(C)cc2)c1)c1c(N)n(CCCC)c(=O)[nH]c1=O,4,-0.6,0,-1,-1,0.1,-0.9,0.1,0.3,-1.7,3.2
Cc1cccc(-n2nnnc2SCC(=O)NC2CCCC2)c1,5,-1.4,3,-2,0,0.1,-0.3,0.7,0.5,-0.1,3.3
Cc1c(Cl)ccc(S(=O)(=O)N2CCN=C2c2ccccc2)c1Cl,-1,-1.5,-2,-2,1,0.9,-1.3,-0.1,0.1,0.3,-3.0
CN(C)CC(=O)N[C@H]1C[C@@H]2O[C@@H](CO)CC[C@@H]2O[C@@H]1CCc1ccc(C2=CCCCC2)cc1,-1,-1.5,-1,-19,-2,0.9,nt,-1.0,0.8,nt,-1.1
COc1ccccc1NS(=O)(=O)c1cccc(C(=O)N/N=C/c2ccc(C)o2)c1,-2,-0.8,-5,-9,0,0.5,-0.9,-2.3,0.3,0.6,-1.1
O=C(NC(=O)c1ccc(F)cc1)Nc1nc(-c2cccs2)cc(C(F)(F)F)n1,10,-2.2,8.4*,2,13,-0.7,0.6,-1.8,0.2,2.0,1.4
COc1cc(SC)ccc1C(=O)NC(C)C,1,-1.8,-1,2,-5,-0.4,0.8,-1.9,-0.3,-0.4,1.1
O=C(C(=O)N1CCC(CNS(=O)(=O)c2ccc(C(F)(F)F)cc2)CC1)c1cccs1,3,-0.9,3,-7,3,-0.4,nt,0.4,-0.9,nt,-1.3
CCOc1cc(C=NN2CCCCCC2)ccc1O,-4,-1.3,-4,5,-1,0.1,-0.6,-1.1,-1.5,2.5,-0.2
O=C(O)c1cccnc1Sc1ccccc1Cl,-1,-0.6,0,6,1,-0.3,-0.7,0.9,0.1,2.2,3.9
Clc1ccccc1/C=C/c1ccnc2ccccc12,10,-0.8,2,-10,9,-0.3,-0.7,0.1,0.0,2.6,3.9
CC1(c2ccc(O)cc2)NC(=O)N(c2ccccc2)N1 (stereo unspecified),-1,-1.4,3,3,2,-0.4,-1.3,1.3,-0.3,2.1,2.8
O=C(CN1CCN(S(=O)(=O)c2ccccc2)CC1)Nc1ccnn1C1CCCC1,3,-0.9,-1,6,1,0.1,-0.6,-2.2,-0.2,-2.0,2.5
COc1ccc(-c2nc(-c3ccccc3)c(-c3cc([N+](=O)[O-])ccc3C)[nH]2)cc1OC,-15,-1.1,1,-4,-12,0.0,0.4,-0.4,-0.3,-0.2,2.5
Cn1cc(Cc2ccccc2)c(=O)c(Cc2ccccc2)c1,-3,-1.2,-1,-1,-3,0.2,0.6,-1.7,-0.6,-0.4,-0.9
OCCNc1nc(-c2ccccc2)c2ccccc2n1,3,-0.8,0,2,0,10,0.2,2.0,-0.5,6.3,-0.4
COc1ccccc1NC(=O)N1CCc2[nH]c3ccc(F)cc3c2C1,-16,-1.9,-1,-31,-3,1.3,0.5,-2.5,-0.8,-0.9,-2.3
COc1ccc(-c2cn3nc4c(nc3n2)CCCC4)cc1,0,-0.1,3,-1,2,0.4,3.2,2.3,1.2,3.1,4.7

# Two records picked at random from those above:
SMILES,GC-B act,ssDAF-12 act,SMARCA2 act,sPLA2-III inh,GC-A act,proKLK7 act,DAX1 inh-1,hcDAF-12 act,DAX1 inh-2,GAA850 FXN act,hgDAF-12 ag
Cc1ccc(N=Nc2cc(C)ccc2N)cc1,-10,2.8*,3,17,-5,-0.5,-0.4,20*,4.7*,2.3,17*
O=C(C(=O)N1CCC(CNS(=O)(=O)c2ccc(C(F)(F)F)cc2)CC1)c1cccs1,3,-0.9,3,-7,3,-0.4,nt,0.4,-0.9,nt,-1.3

# Next section:
SMILES,GC-B act,ssDAF-12 act,SMARCA2 act,sPLA2-III inh,GC-A act,proKLK7 act,DAX1 inh-1,hcDAF-12 act,DAX1 inh-2,GAA850 FXN act,hgDAF-12 ag
CC1CCc2ccccc2N1C(N)=Nc1ccccc1 (stereo unspecified),-7,-1.6,-2,3,-13,0.1,2.4,0.1,-0.2,-1.2,-3.5
CCOC(=O)C1CCN(C(=O)CCc2nnc3ccc(N4CCN(C)CC4)nn23)CC1,-1,-1.0,0,8,0,0.7,0.9,0.3,0.2,-1.8,0.8
O=C(COC(=O)CCCOc1ccccc1)NC1CCS(=O)(=O)C1 (stereo unspecified),-2,-0.6,2,3,5,0.0,-0.2,-1.0,0.1,2.6,1.3
C/C(=N/O)c1ccc2c(c1)OCCOCCOc1cc(/C(C)=N/O)ccc1OCCOCCO2,-3,-1.8,3,-6,-2,0.1,0.5,-2.9,-0.5,0.9,0.1
CCOc1ccc(S(=O)(=O)N2CN(c3cccc(C(C)=O)c3)c3nc4ccccc4nc32)cc1,-1,-0.6,-4,-1,0,-0.8,0.5,-0.2,0.5,1.2,5.9
COc1ccc(C2C(C#N)=C3NC(=O)c4c(sc5c4CCCCC5)N3C3=C2C(=O)CC(C)(C)C3)cc1 (stereo unspecified),-2,-1.7,5,-3,-18,-0.6,0.1,-1.8,-0.9,4.0,-1.1
CCc1ccc(NC(=O)NCC2CCN(Cc3cccc(Cl)c3)CC2)cc1,-5,-1.8,-1,-19,-8,-0.1,-0.5,1.3,-0.1,-0.3,2.6
COc1ccccc1Oc1ncnc2c1oc1ccccc12,-1,-1.5,-1,0,-1,0.4,1.4,-0.4,-0.1,1.6,2.0
O=c1c2cc(Br)ccc2nc(-c2cccc(Cl)c2)n1O,-3,-1.0,-2,-3,-1,-0.1,-0.4,1.0,0.0,-0.4,1.8
COc1ccccc1Oc1ccc2c(c1)C(=O)N(c1cccc3ncccc13)C2=O,-2,-2.6,-3,2,1,0.2,-3.1,-3.2,-1.0,1.4,-3.1
COCCCNc1nc2c(c(=O)[nH]c(=O)n2C)n1CC(O)COc1cccc(C)c1 (stereo unspecified),-9,-1.2,1,-8,-9,-0.3,-0.3,-0.2,0.6,0.8,-1.0
COc1cc(-c2nnc(COC(=O)c3cc(C)nc4ccc(C)cc34)o2)cc(OC)c1OC,6,-1.0,0,6,4,-1.0,-0.4,-0.7,-0.3,0.3,-1.3
N[C@@H](Cc1ccccc1)C(=O)N1CCC(C(=O)NCC(=O)NCC(=O)O)CC1,-1,-1.1,-1,2,0,0.0,0.6,-0.3,-0.7,3.4,-5.2
N/C(=N/OCC(=O)Nc1cccc2ccccc12)c1nonc1N,-3,-0.9,-5,1,3,-0.3,1.2,0.2,-0.6,1.9,-1.7
COc1ccc(Oc2ccccc2C=O)cc1,-20,-1.3,2,9,-8,0.0,1.4,-0.8,-0.3,3.3,-0.3
COc1ccc(N2CCN(C(=O)Cn3cncn3)CC2)cc1,5,-1.5,2,4,3,-0.4,0.3,0.0,-0.5,0.9,-1.0
COCCNC(=O)C1(C)CCCN(Cc2cc(-c3ccccc3)on2)C1 (stereo unspecified),4,-1.3,-3,5,-1,0.3,nt,-0.8,0.0,2.7,1.6
COC(=O)N/N=C/c1ccc(-c2ccc(Cl)cc2Cl)o1,-15,-1.7,-3,10,11,-4.0,2.5,-1.5,-0.1,2.6,-1.9
CCCCn1c(N)c(N(CCOC)C(=O)COC(=O)/C=C/c2ccc(Br)cc2)c(=O)[nH]c1=O,0,-0.8,3,2,-2,-0.7,-0.5,0.9,0.3,-2.5,0.9
O=C(COc1ccc(S(=O)(=O)N2CCOCC2)cc1)NCC1CCCO1 (stereo unspecified),1,-0.9,-1,13,-1,-0.1,0.3,0.8,0.1,0.3,0.7
Cc1c(C(=O)N/N=C/c2ccc(Cl)cc2)[nH]c2ccc(Cl)cc12,-1,-0.7,-2,7,-1,-0.4,-1.0,0.2,-1.0,1.1,0.4
O=C(NCCCN1CCN(c2ccccc2F)CC1)Nc1ccccc1[N+](=O)[O-],-1,-0.9,3,-9,3,-0.3,0.2,0.0,0.4,1.4,1.9
O=C1C=C(c2cc(C(F)(F)F)cc(C(F)(F)F)c2)C[C@@H](c2ccc3c(c2)OCO3)C1,6,-0.7,1,7,9,-0.3,-0.6,-1.0,-0.1,-0.9,0.9
O=C(NC1CCS(=O)(=O)C1)/C(=C\c1ccc(F)cc1)NC(=O)c1ccccc1 (stereo unspecified),-1,-0.9,1,-1,-5,0.3,0.8,-0.5,-0.1,1.9,5.0
COc1ccc(/C=C(/NC(=O)/C=C/c2ccccc2)C(=O)NCCCCCC(=O)O)cc1,1,-1.1,-4,-1,-2,-0.3,-0.3,0.3,0.3,2.6,-0.9
CCOC(=O)c1ccc(NC(=O)c2cnccn2)cc1,-2,-1.1,3,0,0,0.1,1.7,0.2,1.4,3.9,6.5
CCN(CC)C(=O)CSC1=N/C(=C/c2ccco2)C(=O)N1c1ccc(OC)c(Cl)c1,0,-2.1,1,-13,19,0.4,0.1,-0.1,-0.7,-1.7,-0.2
Cc1cccnc1CNC(=O)C1CCC(=O)N(CCc2cccc(F)c2)C1 (stereo unspecified),1,-0.9,4,0,0,0.3,1.4,0.2,-0.6,-0.7,-0.9
